Compound activity: PubChem BioAssay, several laboratories
PMI inhibition = human PMI inhibitors, high substrate, primary screen, biochemical, fluorescence intensity, high mannose 6-phosphate (AID 1220); one-dose inhibition, % at 20 µM; IC50 in µM for titrated hits; Mannose-6-phosphate isomerase (Homo sapiens); hit rate 0.66% among 190,000; recombinant PMI enzyme, coupled fluorescence intensity; higher % means a stronger effect
PMI inhibitors = inhibitors of human PMI, primary screen, biochemical, fluorescence intensity, coupled assay (AID 1209) | Mannose-6-phosphate isomerase (Homo sapiens) | purified PMI enzyme, coupled fluorescence intensity; higher % means a stronger effect | inhibition, % at 20 µM; hits with a dose series show IC50 in µM | hit rate 0.42% among 190,000;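 further: plate controls were DMSO vehicle for no effect and wells lacking substrate for full effect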
P. falciparum M1AAP = P. falciparum M1AAP inhibitors, biochemical, fluorogenic H-Leu-NHMec substrate, 1536-well (AID 1445); Aminopeptidase N (Plasmodium falciparum (isolate 3D7)); recombinant M1AAP, H-Leu-NHMec fluorogenic kinetic assay; higher % means a stronger effect; inhibition, % at 30 µM; hits with a dose series show IC50 in µM; hit rate 0.42% among 220,000;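 active means primary inhibition above the hit cutoff, then over 50% inhibition at one or more dose response concentrations, cut at about 23% in these data, passing the limit was not always enough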;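 further: plate controls were DMSO full reaction for no effect and no enzyme background for full effect; strong numbers were not always called active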
Myeloid diff MLP = induction of myeloid progenitor differentiation, primary screen, cell-based, flow cytometry, MLPCN library; ER-HoxA9 myeloid progenitors, lysozyme-GFP differentiation; calls only at 10 µM; hit rate 1% among 360,000;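 active means normalized GFP-positive differentiation at or above the plate's own cutoff, the solvent-only control mean plus 3 SD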;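 further: cells exposed to compound for four days before flow analysis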
CSM14.1 death rescue = rescue of cells from ER stress-induced death, primary screen, 384-well, CSM14.1, thapsigargin, ATP luminescence (AID 1222) | CSM14.1 thapsigargin-induced death rescue, ATP luminescence; higher % means a stronger effect | one-dose cellular ATP content (survival), % at 20 µM; EC50 in µM for titrated hits | 190,000 tested, under 10 active;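 active means EC50 below 50 µM in the dose-response confirmation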;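 further: death triggered by thapsigargin at about 15 µM added after 2 h compound pretreatment; cell ATP read after overnight thapsigargin exposure of roughly 18 to 22 hours; normalized against plate controls of thapsigargin alone and 5% DMSO vehicle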
WT yeast gro inh = growth inhibition of WT strain, primary screen, mitochondrial fusion inhibitor project, WT and mutant strains, chemical genetic. hit rate 2.1% among 190,000. mitochondrial fusion phenotypic screen. inhibition, % at 10 µM. AID 1362, 2008; in the data active means inhibition above about 58%; tested in S. cerevisiae
Lipid droplet = inhibitors of hepatocyte lipid droplet formation, primary screen, imaging, high-throughput imaging, BODIPY stain. inhibition, % at 6.5 µM. AML12 mouse hepatocytes, oleate lipid droplets. hit rate 0.4% among 240,000. AID 1656, 2009;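 active means lipid droplet intensity inhibited by at least 50%, with more than 500 cells counted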
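Material – AML12 mouse liver cells · Also added – oleate loading, 100 µM · Compound dosing – 6.5 µM single-point dosing · Times – overnight treatment with compound plus oleate · Measured by – fluorescence imaging, 20x objective, two fields per well · Read-out – percent inhibition of filter-corrected integrated lipid droplet intensity per well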
K1F lysis inhibition = inhibition of K1F phage lysis, E. coli UTI89, bacterial capsule biogenesis inhibitors, alamar blue (AID 488966) | one-dose inhibition, % at 100 µM; IC50 in µM for titrated hits | hit rate 0.02% among 340,000 | E. coli UTI89 K1F phage lysis, alamar blue, 2 h; higher % means a stronger effect;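 active means phage lysis inhibition, versus mean bacterial control, above a set limit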;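 further: capsule biogenesis inhibitors block K1F phage lysis so surviving cells raise fluorescence; higher fluorescence means more inhibition of phage lysis; actives were called in the ten point dose series up to 300 µM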
TNAP activators = human TNAP enzyme activators, primary screen, biochemical, luminescent, no phosphate acceptor, uHTS (AID 1001); Alkaline phosphatase, tissue-nonspecific isozyme (Homo sapiens); purified TNAP, luminescent activation assay, no phosphate acceptor; higher activation fold means a stronger effect; one-dose activation fold at 20 µM; EC50 in µM for titrated hits; hit rate 0.03% among 200,000; in the data active means activation fold from about 3, or a potency from the dose series; inactive means the rest, 99 in 100 with activation fold below about 1.6; further: many of its hits are not listed in these tables
WT yeast gro inh mutant strain = second read-out of WT yeast gro inh, no call of its own (marks repeat the call); inhibition, %; mitochondrial fusion phenotypic screen, mutant strain inhibition
Lipid droplet cells 6.5 µM = recorded beside Lipid droplet, whose call it bears; cell count; measured here: cell count, cytotoxicity flag;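 cells counted across two imaged fields per well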
Myeloid diff MLP GFP+ MAC1+ % = also measured in Myeloid diff MLP; calls as there; GFP+ MAC1+ double positive, %; measured here: differentiation confirmed by MAC1 staining
Numbers without * were called inactive; [ ] = dose if it differs, or a comment. Unless noted, no stated cut-off is given here; in the data, active means inhibition above about 50%; inactive means the rest.

For NC(=O)C(CC(=O)O)NC(=O)[C@@H]1CCOc2c(I)cc([N+](=O)[O-])cc2C(=O)N[C@@H](CO)C(=O)N[C@@H](Cc2ccc(O)cc2)C(=O)N1 (stereo partly specified) the results were PMI inhibition -18%, PMI inhibitors -21%, P. falciparum M1AAP 18%, CSM14.1 death rescue -2.7%, WT yeast gro inh -1, Lipid droplet 6, TNAP activators 1, WT yeast gro inh mutant strain -18 and Lipid droplet cells 6.5 µM 768.
O=C(NCc1ccccc1)C(c1ccco1)N(C(=O)c1cnccn1)c1ccc(F)cc1 (stereo unspecified) was read as PMI inhibition -7%, PMI inhibitors -3%, P. falciparum M1AAP 5%, Myeloid diff MLP inactive, CSM14.1 death rescue 1.2%, WT yeast gro inh -1, K1F lysis inhibition -0.4%, TNAP activators 1.1, WT yeast gro inh mutant strain -13 and Myeloid diff MLP GFP+ MAC1+ % 0.7.
Screening COCc1nnc(NC(=O)CC(C)C)s1 returned PMI inhibition -2%, PMI inhibitors -7%, P. falciparum M1AAP 8%, Myeloid diff MLP inactive, CSM14.1 death rescue -2.0%, WT yeast gro inh -22, Lipid droplet -9, K1F lysis inhibition -0.4%, TNAP activators 1.1, WT yeast gro inh mutant strain 5, Lipid droplet cells 6.5 µM 747 and Myeloid diff MLP GFP+ MAC1+ % 0.6.
CCS(=O)(=O)C1=NN2C(=N)/C(=C\c3ccc(SCc4ccco4)o3)C(=O)N=C2S1 was read as PMI inhibition -8%, PMI inhibitors -25%, P. falciparum M1AAP 24µM*, Myeloid diff MLP inactive, CSM14.1 death rescue 2.1%, WT yeast gro inh 23, Lipid droplet -7, K1F lysis inhibition 0.0%, TNAP activators 0.9, WT yeast gro inh mutant strain 18, Lipid droplet cells 6.5 µM 680 and Myeloid diff MLP GFP+ MAC1+ % 0.4.
CCC(=O)Nc1cccc(-c2nc3ccccc3o2)c1 was read as PMI inhibition 5%, PMI inhibitors 11%, P. falciparum M1AAP -5%, Myeloid diff MLP inactive, CSM14.1 death rescue -2.6%, WT yeast gro inh 8, Lipid droplet 0, K1F lysis inhibition 2.1%, TNAP activators 1.1, WT yeast gro inh mutant strain -4, Lipid droplet cells 6.5 µM 657 and Myeloid diff MLP GFP+ MAC1+ % 1.6.
Cc1ccccc1CSc1nc2n(n1)C(c1cccs1)C1=C(CCCC1=O)N2 (stereo unspecified) was read as PMI inhibition -3%, PMI inhibitors 12%, P. falciparum M1AAP -3%, Myeloid diff MLP inactive, CSM14.1 death rescue -0.7%, WT yeast gro inh -7, Lipid droplet 0, K1F lysis inhibition 0.1%, TNAP activators 1.2, WT yeast gro inh mutant strain 2, Lipid droplet cells 6.5 µM 740 and Myeloid diff MLP GFP+ MAC1+ % 0.9.
For N#C/C(=C/c1cn(-c2ccccc2)nc1-c1cccc(S(=O)(=O)N2CCOCC2)c1)C(=O)NCc1ccco1 the results were PMI inhibition 5%, PMI inhibitors 4%, P. falciparum M1AAP 9%, Myeloid diff MLP inactive, CSM14.1 death rescue -0.8%, WT yeast gro inh 7, Lipid droplet 14, K1F lysis inhibition 1.8%[50 µM], TNAP activators 1.1, WT yeast gro inh mutant strain 11, Lipid droplet cells 6.5 µM 633 and Myeloid diff MLP GFP+ MAC1+ % 0.3.
`O=C(CCc1ccccc1)NNc1cc(N2CCCCC2)nc(N2CCCCC2)n1` gave PMI inhibition 53%*, PMI inhibitors 27%, P. falciparum M1AAP -3%, Myeloid diff MLP inactive, CSM14.1 death rescue -2.8%, WT yeast gro inh 10, Lipid droplet 5, K1F lysis inhibition -0.1%, TNAP activators 1.1, WT yeast gro inh mutant strain 8, Lipid droplet cells 6.5 µM 720 and Myeloid diff MLP GFP+ MAC1+ % 0.5.
O=C(CCN1C(=O)C2C3CCC(C3)C2C1=O)Nc1ccc([N+](=O)[O-])cc1 (stereo unspecified) was read as PMI inhibition -9%, PMI inhibitors -4%, P. falciparum M1AAP 0%, Myeloid diff MLP inactive, CSM14.1 death rescue 0.4%, WT yeast gro inh -3, Lipid droplet -1, K1F lysis inhibition 0.2%, TNAP activators 1.1, WT yeast gro inh mutant strain 0, Lipid droplet cells 6.5 µM 713 and Myeloid diff MLP GFP+ MAC1+ % 0.3.
For CCOc1ccc(CSC2=NCCN2)cc1[N+](=O)[O-] the results were PMI inhibition -1%, PMI inhibitors -6%, P. falciparum M1AAP 3%, Myeloid diff MLP inactive, CSM14.1 death rescue -1.9%, WT yeast gro inh -2, Lipid droplet -1, K1F lysis inhibition 0.2%, TNAP activators 1.1, WT yeast gro inh mutant strain 4, Lipid droplet cells 6.5 µM 658 and Myeloid diff MLP GFP+ MAC1+ % 0.1.
For S=c1[nH]nc(COc2ccccc2)n1/N=C/C(Cl)=C/c1ccccc1 the results were PMI inhibition 9%, PMI inhibitors 15%, P. falciparum M1AAP 7%, Myeloid diff MLP inactive, CSM14.1 death rescue -0.7%, WT yeast gro inh 73*, K1F lysis inhibition -0.3%, TNAP activators 0.6, WT yeast gro inh mutant strain 39* and Myeloid diff MLP GFP+ MAC1+ % 2.5.
For Cc1cccc(NC(=O)c2ccc(C3SCC(=O)N3CCc3ccccc3)cc2)c1C (stereo unspecified) the results were PMI inhibition 5%, PMI inhibitors 16%, P. falciparum M1AAP 3%, Myeloid diff MLP inactive, CSM14.1 death rescue 0.6%, WT yeast gro inh 30, Lipid droplet -2, K1F lysis inhibition 0.1%, TNAP activators 1.1, WT yeast gro inh mutant strain 22, Lipid droplet cells 6.5 µM 876 and Myeloid diff MLP GFP+ MAC1+ % 0.8.
For OCc1nc2nc(Cl)c(Cl)nc2[nH]1 the results were P. falciparum M1AAP 2%, Myeloid diff MLP inactive, Lipid droplet 3, K1F lysis inhibition 0.7%, Lipid droplet cells 6.5 µM 708 and Myeloid diff MLP GFP+ MAC1+ % 0.4.
CNc1ncnc2sc(-c3ccccc3)cc12 was read as PMI inhibition -6%, PMI inhibitors -3%, P. falciparum M1AAP 4%, Myeloid diff MLP inactive, CSM14.1 death rescue -6.6%, WT yeast gro inh 9, Lipid droplet -20, K1F lysis inhibition -0.1%, TNAP activators 1, WT yeast gro inh mutant strain 10, Lipid droplet cells 6.5 µM 683 and Myeloid diff MLP GFP+ MAC1+ % 0.2.
CCOC(=O)c1nn(-c2ccc(OCC)cc2)c2nc(-c3ccco3)c(C#N)c(=O)n12 was read as PMI inhibition 2%, PMI inhibitors 4%, P. falciparum M1AAP -1%, Myeloid diff MLP inactive, CSM14.1 death rescue -3.8%, WT yeast gro inh 18, Lipid droplet 4, K1F lysis inhibition -0.2%, TNAP activators 1.1, WT yeast gro inh mutant strain 1, Lipid droplet cells 6.5 µM 759 and Myeloid diff MLP GFP+ MAC1+ % 0.8.
C=C(C(=O)c1ccccc1)C(CC(=O)c1ccccc1)c1ccccc1 (stereo unspecified) was read as PMI inhibition 16%, PMI inhibitors 14%, P. falciparum M1AAP 3%, Myeloid diff MLP inactive, CSM14.1 death rescue 3.2%, WT yeast gro inh 10, Lipid droplet -54, K1F lysis inhibition -0.5%, TNAP activators 1.1, WT yeast gro inh mutant strain -7, Lipid droplet cells 6.5 µM 531 and Myeloid diff MLP GFP+ MAC1+ % 0.8.
Screening CCCCCC(=O)Nc1ccc(N2CCN(C(=O)c3ccccc3)CC2)cc1 returned PMI inhibition -2%, PMI inhibitors 4%, P. falciparum M1AAP 3%, Myeloid diff MLP inactive, CSM14.1 death rescue -2.0%, WT yeast gro inh -1, Lipid droplet -1, K1F lysis inhibition 1.1%, TNAP activators 1.1, WT yeast gro inh mutant strain -8, Lipid droplet cells 6.5 µM 741 and Myeloid diff MLP GFP+ MAC1+ % 0.4.
`O=C(NCc1ccco1)c1cnn2c(C(F)F)cc(-c3ccccc3)nc12` gave PMI inhibition 1%, PMI inhibitors 2%, P. falciparum M1AAP 6%, Myeloid diff MLP inactive, CSM14.1 death rescue 0.0%, WT yeast gro inh 16, Lipid droplet 6, K1F lysis inhibition 0.6%, TNAP activators 1.1, WT yeast gro inh mutant strain 15, Lipid droplet cells 6.5 µM 674 and Myeloid diff MLP GFP+ MAC1+ % 0.9.
Screening Clc1ccc(Cc2ccc(Cl)nn2)c(Cl)c1 returned PMI inhibition 7%, PMI inhibitors 5%, P. falciparum M1AAP 0%, Myeloid diff MLP inactive, CSM14.1 death rescue -1.5%, WT yeast gro inh -11, K1F lysis inhibition 1.8%, TNAP activators 1, WT yeast gro inh mutant strain -5 and Myeloid diff MLP GFP+ MAC1+ % 0.8.
For COC(=O)C(C(=O)Nc1cc(C)on1)C1CCCCCC1 (stereo unspecified) the results were PMI inhibition 4%, PMI inhibitors 3%, P. falciparum M1AAP 2%, Myeloid diff MLP inactive, CSM14.1 death rescue -1.9%, WT yeast gro inh -4, Lipid droplet -12, K1F lysis inhibition 0.3%, TNAP activators 1.1, WT yeast gro inh mutant strain -6, Lipid droplet cells 6.5 µM 743 and Myeloid diff MLP GFP+ MAC1+ % 0.5.
Cc1ccc(-c2cc(C(=O)Nc3nccs3)c3ccccc3n2)c(C)c1 was read as PMI inhibition -4%, PMI inhibitors 15%, P. falciparum M1AAP -1%, Myeloid diff MLP inactive, CSM14.1 death rescue 1.6%, WT yeast gro inh 42, Lipid droplet -6, K1F lysis inhibition 7.7%, TNAP activators 1, WT yeast gro inh mutant strain 29, Lipid droplet cells 6.5 µM 592 and Myeloid diff MLP GFP+ MAC1+ % 0.4.
For COc1ccccc1-c1nc(NC(C)=O)n[nH]1 the results were PMI inhibition -1%, PMI inhibitors -3%, P. falciparum M1AAP 0%, CSM14.1 death rescue 0.4%, WT yeast gro inh 1, TNAP activators 0.1 and WT yeast gro inh mutant strain 3.
Screening CC1CN(c2nc3c(c(=O)n(C)c(=O)n3C)n2Cc2c(F)cccc2Cl)CC(C)O1 (stereo unspecified) returned PMI inhibition -4%, PMI inhibitors -7%, P. falciparum M1AAP 10%, Myeloid diff MLP inactive, CSM14.1 death rescue 2.6%, WT yeast gro inh -2, K1F lysis inhibition 0.1%, TNAP activators 1.1, WT yeast gro inh mutant strain -8 and Myeloid diff MLP GFP+ MAC1+ % 2.0.
